Tau fluor counter: counter-screen for tau fibril formation inhibitors. Potency, µM (series often up to 57.7 µM), inactives show top-dose activity change, negative = decrease. 280,000 compounds, 0.93% hits. AID 1463. tau K18 P301L Alexa594 fluorescence, heparin fibrillization; also: nearly all actives have a fitted effect of over 55% in size
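Human tau K18 P301L (15 uM unlabeled, 0.24 uM Alexa 594-labeled) in 100 mM sodium acetate pH 7 with 20 uM heparin, 6 hr at 37 C. ThT 30 uM added, 1 hr ambient; Alexa 594 FP and total fluorescence read at 555/632 nm.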
Tau FP inhib: blocks human tau fibril formation measured by polarization; P10636; K18 P301L tau heparin fibrillization, Alexa594 FP, 6 h; Potency, µM (series often up to 57.7 µM), inactives show at the highest dose activity, negative = inhibition, usual class: inhibitors; 280,000 compounds, 0.39% hits; also: nearly all actives have a fitted effect of over 55% in size
Target sequence (P10636 561-689 P618L limits assumed): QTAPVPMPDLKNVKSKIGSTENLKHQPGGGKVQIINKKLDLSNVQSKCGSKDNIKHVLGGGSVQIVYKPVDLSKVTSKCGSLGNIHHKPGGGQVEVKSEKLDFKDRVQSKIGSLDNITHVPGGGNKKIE
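Human K18 P301L fragment (15 uM unlabeled plus 0.24 uM Alexa 594-labeled) in 100 mM sodium acetate pH 7 with compound, aggregation induced by 20 uM heparin for 6 hr at 37 C. ThT (30 uM) added for 1 hr, then Alexa 594 FP read.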
Tau ThT inhib: inhibitors of human tau fibril formation, thioflavin T binding; Potency, µM (series often up to 57.4 µM), without a hit: top-dose activity, negative = inhibition, actives largely listed as inhibitors; 270,000 compounds, 2.1% hits; P10636; AID 1460; recombinant tau K18 P301L (four-repeat tau fragment), heparin-induced fibrillization, ThT fluorescence; also: nearly all actives have a fitted effect of over 55% in size
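Tau K18 P301L fragment (15 uM unlabeled plus 0.24 uM Alexa 594-labeled) in 100 mM sodium acetate pH 7 with compound, fibrillization induced by 20 uM heparin for 6 hr at 37 C. Thioflavin T (30 uM) added, fluorescence read after 1 hr (ex 450, em 510 nm).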
The depositor's hits bear a star; u = inconclusive; [ ] = dose if it differs, or a comment. Calls follow the shape of the dose curve; as a rule, active = well fitted curve in the direction sought with a large enough effect; inconclusive = small, poorly fitted or top-dose-only effect, or another doubt; inactive = no such curve, though single readings can be large; an effect the other way counts as inactive or inconclusive. % is scaled to controls: 0 for no effect and ±100 for the full control effect; potency is read from the fitted curve at half-maximal effect. This is a subset; rates above refer to the full screens.

SMILES	Tau fluor counter	Tau FP inhib	Tau ThT inhib
COc1cc(OC)cc(C(=O)Nc2cc3c(cc2N2CCCC2)n(C)c(=O)c(=O)n3C)c1	-4%	-6%	u
CCc1ccccc1NC(=O)C(=O)c1cc(C)n(-c2ccccc2F)c1C	-8%	5%	1%
CC(=O)Nc1ccc(NC(=O)C2Cc3ccccc3N2C(=O)c2ccccc2)cc1 (stereo not drawn)	-13%	-10%	-4%
CCC1CN(C(=O)Nc2cccc3c2CCCC3)c2cc(C)ccc2O1 (stereo not drawn)	-7%	10%	-9%
COc1cc(CCNC(=O)c2ccc3c(c2)c(C)c(C)n3Cc2cccc(C)c2)cc(OC)c1OC	-23%	4%	u
O=C(COc1ccc(F)cc1)Nc1ccc(S(=O)(=O)N(Cc2ccccc2)c2ccccc2)cc1	u	u	8%
Cc1ccccc1CN1CCCN(CC(=O)Nc2c(C)cccc2C)S1(=O)=O	-2%	-6%	6%
Cc1cccc(CNC(=O)C2CCN(c3nc4ccc(Cl)cc4[nH]3)CC2)c1	-30%	u	u
O=c1c(=O)n(-c2cccc(Cl)c2)ccn1Cc1cccc(F)c1	-4%	4%	-12%
CCc1ccc(CNC(=O)CN2C(=O)c3cccnc3Oc3ccc(C)cc32)cc1	-13%	-3%	-13%
CC(=O)c1cccc(NC(=O)N2CCC(CN3CCCCC3)CC2)c1	-1%	-7%	2%
CCc1ccccc1N1C(=O)N(C)c2ccccc2S1(=O)=O	-3%	-9%	8%
CCC1Sc2ccccc2N(CC(=O)NCc2ccc(C)cc2)C1=O (stereo not drawn)	-14%	-5%	-1%
COCCc1nn2c(=O)cc(COC(=O)c3ccccc3C)nc2s1	-6%	0%	u
Cc1cccc(N2CCN(C(=O)C3CCN(c4ncnc5c4nc4n5CCCCC4)CC3)CC2C)c1 (stereo not drawn)	1%	9%	-16%
CC(=O)c1cc2c(cc1N/C(=N/S(=O)(=O)c1ccc(F)cc1)c1ccccc1)OCO2	-7%	1%	3%
Cn1c(=O)c2c(-c3ccccc3)n3c(c2n(C)c1=O)C(c1ccc([N+](=O)[O-])cc1)Nc1ccccc1-3 (stereo not drawn)	11%	-1%	13%
Cc1ccc(S(=O)(=O)Nc2ccc(-c3ccc(N4CCCCCC4)nn3)cc2)c(C)c1	-22%	-3%	-15%
CN(CC(=O)Nc1cccc(Cl)c1)S(=O)(=O)c1ccc2[nH]c3c(c2c1)CCCC3	14µM*[quencher]	-10%	-8%
O=C(NCc1ccccc1F)c1ccc(CN2CC(=O)N3CCCCC3C2=O)cc1 (stereo not drawn)	1%	-1%	-4%
CCOc1ccc(CNC(=O)CCS(=O)(=O)c2ccc3c(c2)oc(=O)n3C)cc1	-5%	-2%	-7%
CC(=O)c1ccc(NC(=O)CSc2nnc3ccc(-c4ccc(F)cc4)nn23)cc1	3%	-5%	-1%
Cc1ccc(CNC(=O)c2cc(C3CC3)nc3c2c(C)nn3-c2cccc(Cl)c2C)cc1	-6%	-8%	-3%
CCN(CC)S(=O)(=O)c1ccc2oc(C(=O)Nc3ccc(Br)cc3F)c(C)c2c1	-8%	-5%	1%
CCN(CC)c1ccc(C(=O)NCc2ccc3c(c2)CCN3C(=O)c2cccc(C)c2)cc1	-11%	18%	-5%
O=C(Nc1nc2c(F)cc(F)cc2s1)c1ccc2c(c1)OCCO2	6%	u	-6%
Fc1ccc(N2CCN(c3ncnc4c3nc3n4CCCCC3)CC2)cc1	-6%	4%	-16%
CSc1ccc(CCNC(=O)C2CCCN(S(=O)(=O)N(C)c3ccc(F)cc3)C2)cc1 (stereo not drawn)	-7%	-1%	1%
CCc1ccc(NC(=O)Nc2ccccc2OCc2cc(=O)n3ccccc3n2)cc1	-16%	-14%	-12%
Cc1ccc(NC(=O)Cn2cnc3onc(-c4ccc(F)cc4)c3c2=O)c(Cl)c1	-19%	u	u
Cc1ccc(C(=O)NCC(c2cccs2)S(=O)(=O)c2ccccc2)cc1C (stereo not drawn)	-11%	0%	0%
Cc1ccc(C)c(N2CCN(C(=O)c3cc(S(=O)(=O)N4CCCCC4)cn3C)CC2)c1	-9%	-10%	-14%
CCc1ccccc1NC(=O)C1CCN(C(=O)N2CC(C)Oc3ccc(Cl)cc32)CC1 (stereo not drawn)	-25%	u	u
CCc1ccc(NC(=O)C(=O)NCCc2csc(-c3ccc(C(F)(F)F)cc3)n2)cc1	-9%	-12%	-12%
O=[N+]([O-])c1ccc(C(c2sc3nc(-c4ccco4)nn3c2O)N2CCN(Cc3ccccc3)CC2)cc1 (stereo not drawn)	-22%	1%	u
COc1ccc(S(=O)(=O)NCCc2csc3nc(-c4ccc(OC)c(OC)c4)nn23)cc1C	-22%	-9%	-8%
Cc1cccc(C)c1NC(=O)c1c(C)oc2c1C1=NCCN1C=N2	-10%	u	3%
COc1ccc(Nc2cc(C)c3cc(NC(=O)COc4cccc(C)c4)ccc3n2)cc1	11µM*[quencher]	u	7.1µM*
Cc1cc(C)cc(-n2ccnc2SCC(=O)Nc2ccccc2F)c1	-15%	-13%	-7%
O=c1c2oc3ccccc3c2ncn1Cc1ccc(Br)cc1	3%	-4%	2%
COc1ccc(OC)c(-c2noc(N3CCN(c4cccc(C(F)(F)F)c4)CC3)n2)c1	-23%	3%	u
Cc1ccc(C)c(NC(=O)N2CCN3CCCCC3C2)c1 (stereo not drawn)	1%	6%	6%
CC(=O)c1ccc(NC(=O)CSc2c(C(C)C)cnc3c2c(=O)n(C)c(=O)n3C)cc1	-13%	-4%	-3%
CC1CCN(c2nn3c(=O)c(C(=O)NCc4ccc(Cl)cc4)cnc3s2)CC1	2%	-6%	4%
COc1ccc(NC(=O)C2CCN(S(=O)(=O)c3ccc4c(c3)CCCC(=O)N4)CC2)cc1OC	-8%	6%	3%
Cc1cccc(C)c1-n1ncc(C(=O)NC2CCCC2)c1C1CCN(C(=O)OC(C)(C)C)CC1	-1%	3%	-4%
COc1cccc(-c2nn3c(=O)cc(CN4CCN(C(=O)/C=C/c5ccccc5)CC4)nc3s2)c1	-2%	3%	-18%
CCc1nnc(SCc2ccc(F)cc2Cl)c2cc3sc(C)cc3n12	-3%	0%	-13%
CN(C)CCNC(=O)C(=O)NCC(c1ccc2c(c1)OCO2)N1CCOCC1 (stereo not drawn)	-11%	u	-6%
CCOc1ccc(C2CC(=O)Nc3nc(SCc4ccccc4C)[nH]c(=O)c32)cc1OC (stereo not drawn)	-1%	-1%	5%
O=C(Nc1cc(Cl)cc(Cl)c1)c1cc(S(=O)(=O)N2CCC3(CC2)OCCO3)ccc1F	-20%	-15%	5%
Cn1cc(S(=O)(=O)N2CCCCCC2)cc1C(=O)Nc1ccccc1F	-15%	-6%	-3%
CCc1nc2ccc(C(=O)NCc3cccc(Br)c3)cc2nc1CC	-17%	9%	-5%
CN(C)c1ccc(CNC(=O)C2CCCN(S(=O)(=O)c3ccc4c(c3)CCCC(=O)N4)C2)cc1 (stereo not drawn)	-13%	-12%	-3%
Cn1cc(-c2cc3n(n2)CCC(=O)N3CCCC(=O)Nc2ccccc2F)c2ccccc21	u	-11%	u
O=C(Cn1ccc2cc(S(=O)(=O)N3CCCCC3)ccc21)NCc1cccc(Cl)c1	-17%	-6%	11%
COC(=O)c1scc(-c2ccc(C)cc2)c1S(=O)(=O)Nc1cc(C)c(Cl)cc1OC	-22%	u	0%
Cc1cccc(C)c1NC(=O)CSc1ncc2c(n1)-c1ccc(Cl)cc1N(Cc1ccccc1)S2(=O)=O	2%	u	12%
CCOC(=O)c1c(C)[nH]c(CCC(=O)NCCCN2CCN(c3cc(C)ccc3C)CC2)c1C	-23%	17%	u
COc1ccc(Cn2ccc3nc(C)c(C(=O)NCc4ccc(SC)cc4)cc3c2=O)cc1	-8%	-4%	3%

The listing continues:
SMILES	Tau fluor counter	Tau FP inhib	Tau ThT inhib
CCCCN(C)C(=O)Cn1ncc2c([nH]c3ccc(C)cc32)c1=O	-6%	1%	-12%
COc1ccc(-c2ccc(NS(=O)(=O)c3ccc(F)c(C(F)(F)F)c3)cc2)nn1	-26%	-3%	-5%
COc1ccc(-c2nc3sc(CCNS(=O)(=O)c4ccc(F)c(C)c4)c(C)n3n2)cc1	-23%	-6%	-10%
CCN(C(=O)CSc1nc2ccccc2n1CC(=O)N1CCCC(C)C1)c1ccccc1 (stereo not drawn)	4%	5%	-1%
O=C(Cn1cnc2nc3c(cc2c1=O)CCCC3)N1CCN(c2cccc(C(F)(F)F)c2)CC1	0%	3%	4%
Cc1ccccc1C(=O)NCc1nc2cccnc2n1Cc1ccccc1	-3%	2%	2%
CCOc1ccccc1NS(=O)(=O)c1ccc(-c2cnc(C3CC3)o2)cc1	-5%	10%	1%
COc1ccccc1NC(=O)CN1CCN(CC(=O)Nc2ccc(F)c(F)c2)CC1	-9%	-17%	2%
Cc1ccc(C)c(N2CCN(C(=O)CN3C(=O)CSc4c3c(C)nn4-c3ccccc3)CC2)c1	3%	4%	-6%
Cc1ccc(C(=O)Nc2nc3n(n2)C(c2ccccc2)C=C(c2ccccc2)N3)cc1 (stereo not drawn)	-4%	-9%	-9%
CCOc1ccccc1Nc1ccc2cc(S(=O)(=O)N3CCCCC3)ccc2n1	u	12%	0%
Cc1ccc(Cl)cc1Nc1nn2c(=O)c3ccc(C(=O)Nc4ccc(F)cc4)cc3nc2s1	-22%	u	u
Oc1c(C(c2ccccc2F)N2CCCC2)sc2nc(-c3ccco3)nn12 (stereo not drawn)	2%	-8%	-3%
Cc1ccc(Cn2c(CNS(=O)(=O)c3ccc(F)c(Cl)c3)nc3cccnc32)cc1	-13%	-5%	-1%
Cn1ccc2cc(S(=O)(=O)N3CCCC(C(=O)NCc4ccccc4)C3)ccc21 (stereo not drawn)	-7%	9%	6%
Cc1cccc(NC(=O)C(=O)NCC(c2ccc3c(c2)OCO3)N2CCN(c3ccccc3)CC2)c1 (stereo not drawn)	-23%	6%	-9%
COc1ccc(CC(=O)Nc2ccc(-c3nc4ccccc4s3)cc2Cl)cc1OC	u	u	2%
CC1CCC(N2CC(=O)N(CCC3=CCCCC3)C(c3ccc(F)cc3)C2=O)CC1 (stereo not drawn)	0%	1%	-7%
CCOC(=O)c1cc(-c2ccccc2)n(CCCC(=O)Nc2ccccc2C)c1C	-2%	7%	-6%
CCN(CCCNC(=O)c1c(C)oc2ncn(CC(C)C)c(=O)c12)Cc1ccccc1	6%	-2%	8%
COc1cc(NC(=O)N2CCC(CN3CCCC3)CC2)cc(OC)c1OC	1%	5%	3%
Cc1cccn2c(=O)cc(CSc3nnc(NC(=O)C(C)C)s3)nc12	-2%	-6%	-6%
CC(C)(C)C(=O)Nc1ccccc1C(=O)OCc1cc(=O)n2ccsc2n1	5%	-1%	10%

Source: PubChem BioAssay
